Screens from PubChem BioAssay.
Bim-Bcl-XL – inhibitors of Bim-Bcl-XL interaction, human | Q07817 | Bim peptide-Bcl-XL binding, bead flow cytometry, fluorescence | inhibition, % at 10 µM | 190,000 compounds, 0.04% hits | AID 1007
Target sequence (Q07817 whole entry, looked up): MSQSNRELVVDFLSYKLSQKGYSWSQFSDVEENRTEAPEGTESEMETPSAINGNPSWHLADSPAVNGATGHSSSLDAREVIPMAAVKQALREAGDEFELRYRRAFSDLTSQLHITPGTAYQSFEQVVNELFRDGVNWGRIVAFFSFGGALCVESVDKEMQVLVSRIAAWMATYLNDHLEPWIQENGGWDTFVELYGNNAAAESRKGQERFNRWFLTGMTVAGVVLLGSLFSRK
Bcl-W Bim block – disrupts Bim peptide binding to human Bcl-W. AID 952. 190,000 compounds, 0.02% hits. Q92843. inhibition, % at 10 µM. bead-based flow cytometry;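 note: 0% = bound tracer without compound and 100% = peptide blocker; higher means less fluorescent Bim peptide bound to Bcl-W beads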
Target sequence (Q92843 whole entry, looked up): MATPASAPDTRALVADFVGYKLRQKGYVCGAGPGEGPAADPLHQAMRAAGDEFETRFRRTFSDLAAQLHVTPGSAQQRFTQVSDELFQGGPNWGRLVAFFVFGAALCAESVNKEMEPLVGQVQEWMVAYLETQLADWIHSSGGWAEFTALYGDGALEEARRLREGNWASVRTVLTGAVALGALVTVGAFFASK
GSH bead fluor – compound fluoresces at 488/530 nm on GSH beads; GSH beads flow cytometry, compound fluorescence 488/530 nm; stronger effect = higher value; fluorescence (KMESF) at 10 µM; 190,000 compounds, 0.25% hits; in the data active = fluorescence above about 89;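 note: glutathione beads carrying GST-tagged Bcl family fusion proteins plus one bare bead set; values are compound well signal with DMSO vehicle wells as background; inactives centre near 16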
ABCG2 block – inhibitors of human ABCG2 transporter, ABCB1 counter-screen; Q9UNQ0; IgMXP3 cells, JC-1 efflux, flow cytometry; 190,000 compounds, 0.1% hits; inhibition, % at 6.6 µM;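 active = inhibition above 80%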;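 note: 0% = DMSO and 100% = nicardipine control wells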
Target sequence (Q9UNQ0 whole entry, looked up): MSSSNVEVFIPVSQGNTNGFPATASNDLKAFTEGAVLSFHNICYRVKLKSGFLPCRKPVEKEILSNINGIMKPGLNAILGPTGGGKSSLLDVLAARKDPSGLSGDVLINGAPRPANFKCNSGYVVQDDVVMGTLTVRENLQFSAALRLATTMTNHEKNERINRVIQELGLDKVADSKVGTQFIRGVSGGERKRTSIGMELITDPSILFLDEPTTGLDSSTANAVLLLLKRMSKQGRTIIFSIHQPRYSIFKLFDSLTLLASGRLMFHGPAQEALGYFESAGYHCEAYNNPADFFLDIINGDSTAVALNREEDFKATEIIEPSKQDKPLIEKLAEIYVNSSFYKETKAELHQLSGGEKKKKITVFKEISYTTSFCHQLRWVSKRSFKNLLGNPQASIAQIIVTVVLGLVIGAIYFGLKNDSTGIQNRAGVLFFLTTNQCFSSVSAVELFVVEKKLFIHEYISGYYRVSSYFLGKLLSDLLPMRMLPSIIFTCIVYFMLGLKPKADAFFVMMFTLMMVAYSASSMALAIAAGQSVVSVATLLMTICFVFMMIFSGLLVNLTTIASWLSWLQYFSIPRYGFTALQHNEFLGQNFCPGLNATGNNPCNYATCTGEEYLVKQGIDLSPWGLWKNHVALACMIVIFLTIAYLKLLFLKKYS
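Test system: IgMXP3 (ABCG2) plus far-red-tagged CCRF-Adr (ABCB1) cells / Amount: 3 million cells/mL in well / Reagent: JC-1 transporter substrate / Timing: 10 min compound exposure, 25 °C / Signal: flow cytometry, 530 nm JC-1 signal / Read-out: percent efflux inhibition, scaled nicardipine 100% to DMSO 0% / Benchmarks: nicardipine as high control, DMSO as low control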
Bfl-1 Bim block – human Bim-Bfl-1 interaction inhibition; Q16548; Bead-based flow cytometry, Bim-Bfl-1 binding inhibition; inhibition, % at 10 µM; 190,000 compounds, 0.12% hits;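 note: 0% = wells without compound plus tracer and 100% = blocker peptide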
Bcl-2 Bim block – human Bim-Bcl-2 interaction inhibition; inhibition, % at 10 µM; Bead-based flow cytometry, Bim peptide-Bcl-2 binding; P10415; AID 950; 190,000 compounds, 0.06% hits; in the data active = inhibition above about 40%; inconclusive = no clear call, values can overlap the other calls;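 note: 0% = no compound wells with probe peptide and 100% = reference peptide inhibitor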
Bcl-B Bim block – inhibitors of Bim-Bcl-B interaction, human | Q9HD36 | bead-based flow cytometry, Bim peptide-Bcl-B binding | inhibition, % at 10 µM | 190,000 compounds, 0.073% hits | AID 951;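 note: 0% = tracer peptide without compound and 100% = reference inhibitor peptide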
Avidin bead fluor – compound fluoresces at 488/530 nm on avidin beads | compound fluorescence 488/530 nm, flow cytometry; stronger effect = higher value | AID 1775 | 220,000 compounds, 0.38% hits | fluorescence (KMESF) at 10 µM; in the data active = fluorescence above about 47; note: inactives centre near 10
RGS7-Gao reg – human RGS7-Galphao interaction regulation | P09471 | Multiplexed bead flow cytometry, RGS7-Galphao binding; actives lie on both sides | binding response (% of control), % at 10 µM | 220,000 compounds, 0.35% hits | AID 1439; in the data active = binding response below about 49% or above about 150%; inconclusive = no clear call, values can overlap the other calls; inactive = in between;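 note: fluorescent Galphao held in activated GDP-AlF4 state binding bead-coupled RGS7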
ABCB1 inh – human ABCB1 inhibition, ABCG2 as counter-screen | P08183 | CCRF-Adr cells, JC-1 efflux, flow cytometry | inhibition, % at 6.6 µM | 190,000 compounds, 0.067% hits | AID 1326; in the data active = inhibition above about 40%;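 note: 0% = vehicle and 100% = reference inhibitor; higher value means more JC-1 retained so stronger ABCB1 efflux block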
RGS4-Gao reg – modulates binding of RGS4 to human Galphao; P09471; Multiplexed bead flow cytometry; actives lie on both sides; binding response (% of control), % at 10 µM; 220,000 compounds, 0.33% hits; AID 1415; in the data active = binding response below about 49% or above about 150%; inactive = in between;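 note: fluorescent Galphao activated with aluminum fluoride binding bead-coupled RGS4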
Numbers without * were called inactive; ? = inconclusive. Cut-off read from the data, not from the text of the source, unless noted: active = inhibition above about 40%.

entry	smiles	Bim-Bcl-XL	Bcl-W Bim block	GSH bead fluor	ABCG2 block	Bfl-1 Bim block	Bcl-2 Bim block	Bcl-B Bim block	Avidin bead fluor	RGS7-Gao reg	ABCB1 inh	RGS4-Gao reg
1	Cc1c(NC(=O)C(C)OC(=O)c2cc(-c3cccc4ccccc34)nc3ccccc23)c(=O)n(-c2ccccc2)n1C (stereo unspecified)	-8	0	10	25	-14	-6	-5	6	103	16	101
2	CCOC(=O)C1CCN(c2c(NCc3ccc(C(=O)NCCC(C)C)cc3)c(=O)c2=O)CC1	-6	1	4	0	-10	-1	-4	14	107	-0.1	106
3	CCc1ccccc1N(C(=O)Cn1nnc2ccccc21)C(C(=O)NCCOC)c1ccco1 (stereo unspecified)	-3	-1	21	2	0	-1	-1	13	99	1.2	101
4	CCC1CSC(Nc2ccc(C(=O)/C=C/c3ccc(OC)c(OC)c3)cc2)=N1 (stereo unspecified)	0	0	9	2	3	6	-9	1	92	1.4	90
5	Cc1noc(C)c1COC(=O)[C@@H](NC(=O)c1ccccc1)C(C)C	-2	3	22	2	-1	1	1	24	102	1.2	102
6	Cc1cccc(OCCNC(=O)c2cc(-n3cnnc3)ccc2Cl)c1	-3	1	17	3	1	0	-3	11	100	0.9	100
7	Cc1cccc(-n2c(SCC(N)=O)nc3c(c2=O)C2(CCCC2)Cc2ccccc2-3)c1	-5	0	22	2	-6	-7	5	9	92	1.4	96
8	COc1ccc(/C=C/C(=O)Nc2cc(C(F)(F)F)ccc2Cl)cc1OC	-19	-14	10	2	-3	-11	-37	10	108	-0.2	99
9	Cc1nn(CC(=O)NCc2ccccc2Cl)c(C)c1[N+](=O)[O-]	0	0	20	4	-1	-5	-3	13	99	1.1	96
10	O=C(NCc1ccccn1)c1ccc2nc(-c3ccco3)c(-c3ccco3)nc2c1	7	18	2	-2	43*	15	6	6	74	-0.6	86
11	O=C(Nc1cccc(O)c1)c1ccccc1	1	0	17	3	1	2	1	10	97	0.1	101
12	Cc1[nH]c(=O)[nH]c(=O)c1S(=O)(=O)N1CCCC(C(=O)NCCC2=CCCCC2)C1 (stereo unspecified)	-1	-3	67	4	2	-2	-2	9	99	1.5	100
13	CCOc1ccccc1NC(=O)C(OC(=O)c1ccc(N(C)C)cc1)c1ccccc1 (stereo unspecified)	-5	-4	10	117*	-7	-8	-9	23	102	5.4	98
14	COc1ccc(N/C(C)=C/C(=O)c2ccccc2)cc1	-1	0	5	1	2	5	-1	3	103	0.2	106
15	COc1cccc(C(c2c(O)nc(SC)n(C)c2=O)c2c(O)nc(SC)n(C)c2=O)c1	0	1	29	-7	-2	0	2	11	101	-5.5	103
16	COc1ccc(C(=O)N/C(=C\c2cc(OC)c(OC)cc2[N+](=O)[O-])C(=O)NCCO)cc1	-9	-4	20	1	-15	-2	-10	5	103	0.3	100
17	Cc1ccc(C(NC(=O)c2ccccc2)C(Cl)(Cl)Cl)cc1 (stereo unspecified)	-6	-3	9	12	-1	0	-10	5	98	1.1	102
18	COC(=O)c1cc(C(=O)OCC(=O)Nc2ccccc2OC(F)F)cc([N+](=O)[O-])c1	-7	-5	20	8	-20	-8	-8	9	105	2.0	101
19	O=C(O)c1ncc(-c2ccccc2)cn1	-2	-4	21	2	-1	-4	-4	37	106	0.6	99
20	Fc1cccc(Cl)c1Cn1nnc2c(-n3ccnc3)ncnc21	-2	-1	57	4	-3	-4	-4	8	104	0.2	105
21	O=C(c1cc2cc(Br)ccc2o1)N1CCCCC1	-1	0	21	12	3	0	3	6	102	1.0	103
22	Cn1nc(C(F)(F)F)c2cc(C(=O)O)sc21	-4	1	27	-1	-3	-4	-10	9	106	-0.5	105
23	CC(C(=O)Nc1ccccc1Cl)c1ccc([N+](=O)[O-])cc1 (stereo unspecified)	0	0	14	3	1	0	2	11	98	0.7	104
24	O=C(CS(=O)(=O)Cc1ccccc1)Nc1nnc(C2CCCCC2)s1	1	0	22	1	0	-2	-1	9	102	0.1	104
25	Cc1cccc(C2=NNC(=O)C(c3ccc(Cl)cc3)C2)c1 (stereo unspecified)	-5	-3	10	0	-8	-7	-4	20	104	0.2	105
26	CCc1cccc(CC)c1NC(=O)C1CN(S(=O)(=O)c2ccccc2)CCN1S(=O)(=O)c1ccccc1 (stereo unspecified)	-3	0	11	9	-1	-1	-3	10	96	4.5	96
27	COc1cccc(/C=N/NC(=O)CN2CC(c3ccccc3)CC2=O)c1OC (stereo unspecified)	-1	1	20	3	0	2	0	12	102	0.3	101
28	O=C(NNC(=S)Nc1ccc(Cl)cc1)c1ccccc1OC(F)F	-7	-4	9	6	3	2	-25	9	105	-0.2	102
29	O=C(Cc1ccccc1Cl)N1CCN(c2ncccn2)CC1	0	-1	16	4	-4	0	-1	24	98	0.8	103
30	CCCCCc1c(C)nc(Nc2nc(C)c3cc(OC)ccc3n2)[nH]c1=O	-2	0	31	33	-14	-1	-11	17	97	1.5	97
31	NNC(=O)c1ccc(CSc2nc3ccccc3s2)cc1	0	-2	14	-7	0	-2	-5	8	100	-1.1	97
32	Nc1ccccc1NC1CCCCC1	5	4	12	-2	6	2	-5	10	117	-0.6	118
33	Cc1c(Cl)cccc1NC(=O)Cn1cc(C(F)(F)F)cc(Cl)c1=O	-1	-6	15	2	-6	-3	-2	11	105	0.4	104
34	CC(=O)Nc1ccc(NC(=O)C(Cc2ccccc2)NC(=O)C2CCCCC2)cc1 (stereo unspecified)	-3	-2	19	4	-1	0	-2	11	101	1.7	104
35	CC(=O)Nc1ccccc1-c1nc2ccc(C(=O)N3CCN(c4cccc(C)c4)C(C)C3)cc2[nH]c1=O (stereo unspecified)	7	5	20	2	4	3	0	5	88	-1.5	92
36	CC1=NN(C(=O)COc2ccccc2)C(O)(c2ccccc2)C1 (stereo unspecified)	-10	-6	14	2	-15	-7	-9	13	106	0.2	106
37	COc1ccc(CCn2c(-c3ccc(C(C)(C)C)cc3)n[nH]c2=S)cc1OC	-6	-4	12	-3	-1	-1	-21	9	98	-0.9	99
38	CC(C)(C)SCCNC(=O)/C=C/c1ccc(F)cc1	-2	-3	10	14	0	0	0	5	96	1.0	100
39	CCC(C)N(C)Cc1cccc(C2(O)CCN(S(=O)(=O)c3ccc(F)cc3)CC2)c1 (stereo unspecified)	-2	-3	25	3	-3	-7	-3	7	100	0.2	100
40	Cc1cccc(C)c1NC(=O)CSc1nc2ccccc2c(=O)[nH]1	-1	-3	55	0	-6	-3	-1	9	97	0.2	100
41	O=C(NCC1CCCO1)c1cccc(NC(=O)c2ccco2)c1 (stereo unspecified)	0	-2	19	2	0	-2	-6	9	91	0.2	97
42	O=C(C1CCCN(S(=O)(=O)c2cccs2)C1)N1CCN(C2CCCCC2)CC1 (stereo unspecified)	-2	-1	42	1	-9	-4	-9	16	113	0.7	114
43	NC(=O)c1ccc(-c2ccc(Br)cc2)o1	-3	-4	15	3	-2	-2	-1	37	100	0.5	99
44	O=C(NCCN1CCOCC1)c1ccc2c(c1)N(Cc1ccccc1F)C(=O)CS2	-11	0	31	4	-11	-7	-5	15	99	0.6	100
45	CCOc1ccc(CN2CCN(Cc3ccc(C)o3)CC2CCO)cc1 (stereo unspecified)	-4	0	22	3	-7	0	1	11	99	0.5	103
46	O=C(CCCCCN1C(=O)C2C3C=CC(C3)C2C1=O)Nc1nccs1 (stereo unspecified)	-2	-1	18	8	-9	-5	-4	6	106	1.9	106
47	O=C(NC1CCCCCC1)C1CCN(S(=O)(=O)c2ccc(F)cc2)CC1	-4	-2	9	2	-1	0	-1	23	104	0.8	104
48	CCN1CC(CN(C)Cc2cn(-c3ccc(C)cc3)nc2-c2ccc(F)cc2)CC1=O (stereo unspecified)	-2	-2	12	25	-4	5	-3	9	92	3.2	94
49	O=c1c2[nH]c3ccccc3c2nc2n1CCS2	0	0	18	11	-4	-2	0	14	103	0.9	102
50	CC(=O)CSc1ncnc2scc(-c3ccc(F)cc3)c12	0	-3	11	3	0	0	-1	8	?	0.1	100
51	CC(c1nnnn1C(C)(C)C)N(Cc1cccnc1)Cc1ccccc1Cl (stereo unspecified)	-5	0	12	1	0	0	0	37	96	1.0	96
52	CCOC(=O)CC(NC(C)=O)c1ccc([N+](=O)[O-])cc1 (stereo unspecified)	-5	0	8	2	0	-1	-2	4	101	0.2	100
53	CC(=O)NN1C(=O)c2ccc(Oc3ccc([N+](=O)[O-])cc3)cc2C1=O	0	4	6	1	-6	-3	0	7	107	0.5	104
54	Cc1cc2oc(C(=O)NCc3ccc(S(N)(=O)=O)cc3)c(C)c2cc1C	-1	0	62	0	0	-1	-1	15	105	0.3	103
55	Cc1ccc(-c2c[n+](CC(=O)Nc3nc(-c4ccc(F)cc4)cs3)c3n2CCC3)cc1	-5	-5	17	-2	-1	0	-9	12	112	-0.3	118
56	Cc1cc(NC(=O)COC(=O)C2CCCN2C(=O)c2cccs2)no1 (stereo unspecified)	1	0	33	-1	-10	-7	-8	11	105	-0.4	102
57	O=C(c1cc2cc(Cl)ccc2oc1=O)N1CCCC1	-9	-2	27	4	-14	-10	-7	38	102	0.7	102
58	Cc1cc2n(n1)C(c1cn(-c3ccccc3)nc1C)Nc1c(C)cccc1-2 (stereo unspecified)	-5	-2	16	10	0	-2	-3	5	98	0.9	102
59	Cc1cc(NCCCn2ccnc2)n2c(nc3ccccc32)c1C#N	0	-1	14	3	0	-4	1	9	104	0.3	103
60	Cc1ccc2occ(C(c3nnnn3Cc3ccccc3)N3CCOCC3)c(=O)c2c1 (stereo unspecified)	-1	-1	14	3	0	3	1	3	98	1.6	97

Next part:
entry	smiles	Bim-Bcl-XL	Bcl-W Bim block	GSH bead fluor	ABCG2 block	Bfl-1 Bim block	Bcl-2 Bim block	Bcl-B Bim block	Avidin bead fluor	RGS7-Gao reg	ABCB1 inh	RGS4-Gao reg
61	CCOC(=O)c1cnn(-c2ncnc3sc(CC)cc23)c1N	-20	-22	54	5	-24	-20	-30	7	99	1.1	103
62	CCOC(=O)N1CCN(CC(=O)Nc2c(C(=O)OC)[nH]c3cc(C)ccc23)CC1	1	0	20	2	0	-1	0	8	100	0.9	101
63	O=C(CC1COc2ccccc2O1)NCc1ccccc1 (stereo unspecified)	-2	-2	20	-1	-5	0	-1	17	97	-0.8	100
64	NC(=O)CSc1nnnn1CC(CC(=O)O)c1ccccc1 (stereo unspecified)	0	1	17	1	3	2	3	5	101	0.1	97

From entry 62 up to 64, as listed above:
entry	smiles	Bim-Bcl-XL	Bcl-W Bim block	GSH bead fluor	ABCG2 block	Bfl-1 Bim block	Bcl-2 Bim block	Bcl-B Bim block	Avidin bead fluor	RGS7-Gao reg	ABCB1 inh	RGS4-Gao reg
62	CCOC(=O)N1CCN(CC(=O)Nc2c(C(=O)OC)[nH]c3cc(C)ccc23)CC1	1	0	20	2	0	-1	0	8	100	0.9	101
63	O=C(CC1COc2ccccc2O1)NCc1ccccc1 (stereo unspecified)	-2	-2	20	-1	-5	0	-1	17	97	-0.8	100
64	NC(=O)CSc1nnnn1CC(CC(=O)O)c1ccccc1 (stereo unspecified)	0	1	17	1	3	2	3	5	101	0.1	97

The order is random; any-hit rate near 1.3%.
